# Peg3 promoter = reduces Peg3 promoter-driven luciferase expression in HeLa; HeLa PEG-Prom luciferase reporter, luminescence, overnight; inhibition, % at 20 µM; 360,000 compounds, 1.7% hits;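 active means inhibition of at least 50% at 20 µM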
# HIF-2a inh = HIF-2a inhibition. 786-0 RCC cells HIF-2a reporter, luciferase luminescence, overnight. 360,000 compounds, 0.72% hits. inhibition, % at 18.8 µM. AID 624352;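 active means inhibition of the luminescence signal of 40% or more relative to plate controls, in a single-dose primary screen at 18.75 µM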
# Vif inh = inhibitors of HIV Vif; HEK293T cells, Vif self-association by quenched fluorescence, imaging, 24 h; inhibition, % at 7.49 µM; 340,000 compounds, 0.35% hits; AID 602346; in the data active means inhibition above about 50%, passing the limit was not always enough; further: some results filed as inactive read as strong as hits
# NR2E3 ag-1 = activates human photoreceptor nuclear receptor NR2E3; Q9Y5X4; inhibition of corepressor binding, % at 4.78 µM; GST-NR2E3/biotin-RetCOR TR-FRET, 1536-well; 320,000 compounds, 0.12% hits; AID 2300;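 active means percent inhibition above the cutoff of mean plus 3 SD of all tested compounds, set per screening campaign, cut at about 20% in these data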;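 further: 0% = DMSO wells and 100% = biotin wells as full block of FRET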
# Target sequence (Q9Y5X4 whole entry, looked up): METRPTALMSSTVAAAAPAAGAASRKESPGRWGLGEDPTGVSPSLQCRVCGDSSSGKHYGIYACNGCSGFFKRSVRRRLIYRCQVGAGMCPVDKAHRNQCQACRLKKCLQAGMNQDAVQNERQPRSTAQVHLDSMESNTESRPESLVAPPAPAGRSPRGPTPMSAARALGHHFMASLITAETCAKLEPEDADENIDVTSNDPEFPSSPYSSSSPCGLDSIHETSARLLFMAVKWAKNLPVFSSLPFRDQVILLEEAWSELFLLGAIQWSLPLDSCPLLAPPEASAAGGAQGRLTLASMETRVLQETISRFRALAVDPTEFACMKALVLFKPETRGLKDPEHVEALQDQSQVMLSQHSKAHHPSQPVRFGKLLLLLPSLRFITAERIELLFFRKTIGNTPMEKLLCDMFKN
#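 Material: NR2E3–RetCOR corepressor complex / Amount: 1.35 nM GST-NR2E3 / Medium: Tris pH 7.5 / Compound: single nominal compound dose of 4.8 µM / Incubation: 5 h at 4 °C / Technique: TR-FRET, Eu(K)-anti-GST donor, streptavidin-D2 acceptor, ex 340, em 617/671 nm / Read-out basis: percent loss of FRET ratio relative to control wells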
# MITF TRPM1 inh = reduces MITF-dependent TRPM1 promoter luciferase signal | SK-MEL-5 TRPM1 promoter luciferase, 24 h | inhibition, % at 12.5 µM | 330,000 compounds, 0.83% hits | AID 488899;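 active means mean inhibition across replicates of 60% or more, whatever share of single replicates reaches that level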; further: values of inactives mirror those of a sister screen read the other way
# KKLEB tox = reduces viability of KKLEB cystic fibrosis airway cells | KKLEB CF airway cells viability, ATPlite luminescence, overnight; hits give low values; cells stimulated with P. aeruginosa culture filtrate | activity change (cytotoxicity), % at 5 µM | 360,000 compounds, 0.36% hits | AID 602141;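 active means corrected activity change at or below -50% at 5 µM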
# CF NFkB block = inhibitors of cystic fibrosis induced NF-kB. KKLEB NF-kB-GFP reporter, PAF-induced, GFP fluorescence overnight. inhibition, % at 5 µM. 360,000 compounds, 0.86% hits;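 active means at least 50% inhibition at 5 µM, scaled per plate between neutral and stimulator controls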;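 further: PAF is a Pseudomonas aeruginosa culture filtrate used as stimulus; plate controls were PAF-stimulated DMSO wells for no effect and unstimulated DMSO wells for full effect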
# PDI inh = blocks human protein disulfide isomerase activity; P07237; PDI insulin aggregation turbidity, A650, 90 min; inhibition, % at 10 µM; 350,000 compounds, 0.052% hits;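 active means mean inhibition across replicates of 30% or more, whatever share of single replicates reach that level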;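 further: absorbance from insulin aggregation driven by PDI reduction with DTT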
# Target sequence (P07237 whole entry, looked up): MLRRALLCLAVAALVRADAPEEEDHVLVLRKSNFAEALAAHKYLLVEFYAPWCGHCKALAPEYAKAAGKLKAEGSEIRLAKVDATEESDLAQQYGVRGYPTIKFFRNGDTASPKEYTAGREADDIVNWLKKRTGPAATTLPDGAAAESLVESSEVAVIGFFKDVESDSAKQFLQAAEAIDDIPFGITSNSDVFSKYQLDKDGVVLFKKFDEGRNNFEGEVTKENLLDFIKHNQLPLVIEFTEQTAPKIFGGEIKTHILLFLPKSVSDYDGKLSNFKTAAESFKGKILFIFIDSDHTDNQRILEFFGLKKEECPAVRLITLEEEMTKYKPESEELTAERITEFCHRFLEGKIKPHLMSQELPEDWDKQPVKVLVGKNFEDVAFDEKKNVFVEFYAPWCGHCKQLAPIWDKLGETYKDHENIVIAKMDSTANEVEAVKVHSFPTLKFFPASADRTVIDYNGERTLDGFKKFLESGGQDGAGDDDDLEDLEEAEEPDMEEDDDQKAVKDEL
# Shn3 inh set2 = inhibitors of Schnurri-3 3'UTR reporter in osteoblasts | inhibition, % at 12.5 µM | 360,000 compounds, 0.52% hits | Clone20 osteoblast Shn3 3'UTR firefly luciferase, 24 h | AID 588674;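 active means mean inhibition of at least 75% with every replicate also reaching 75%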;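 further: 0% = median of neutral control wells and 100% = pilot-screen positive control compound; some compounds past the cut are filed as inactive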
# NR2E3 ag-2 = activates human NR2E3 receptor; Q9Y5X4; CHO-S Gal4-NCOR/VP16-NR2E3 two-hybrid, luciferase; inhibition of corepressor binding, % at 3.98 µM; 360,000 compounds, 0.35% hits; AID 602229;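 active means inhibition above the mean of all tested compounds plus 3 SD, cut at about 70% in these data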;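 further: 0% = DMSO with NR2E3 transfected cells and 100% = cells lacking NR2E3 construct; higher means lower luciferase signal from less NR2E3 corepressor binding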
# CaV13 ICDI inh = Primary screen for inhibitors of IQ motif and Ca2+-dependent inactivation inhibitor domain binding in CACNA1D, Förster resonance energy transfer in living cells, …; HEK cells, CFP/YFP FRET ICDI-IQ, plate reader, 10 min; percent FRET-ratio fall versus neutral wells; inhibition, % at 12.3 µM; 340,000 compounds, 0.098% hits; AID 743397;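 active means mean replicate inhibition of at least 30% and at least 1% of replicates passing that level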;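 further: 0% = median of the neutral control wells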
# * = called active by the depositor; . = not tested or not shown. Outcome played no part in choosing rows, and some 3.3% of all compounds hit somewhere here.
structure	HIF-2a inh	PDI inh	CaV13 ICDI inh	NR2E3 ag-2	Peg3 promoter	Shn3 inh set2	MITF TRPM1 inh	Vif inh	KKLEB tox	CF NFkB block	NR2E3 ag-1
COc1cccc(CNC(=O)CSCC(=O)Nc2cc(C)on2)c1	5	2	-5	-36	3	1	-1	2	8	-13	-3
COCC(C)n1c(C)cc(C(=O)COC(=O)c2ccc3ncsc3c2)c1C (stereo not drawn)	-17	-2	-1	-24	-93	-19	-7	-1	7	-12	0
Cc1[nH]c2ccccc2c1C(=O)C(=O)NCCCn1ccnc1	12	-5	-3	9	0	10	16	-6	0	0	2
O=C(O)CCC(=O)Nc1ccccc1C(=O)NCc1ccco1	14	-4	.	-8	15	-13	7	5	0	-17	-3
O=C(CCS(=O)(=O)c1cccc2nsnc12)N1CCN(C(=O)c2ccco2)CC1	2	1	-5	-10	19	9	3	-7	-19	-13	1
CCN(CC)C(=O)CSc1n[nH]c(=S)n1N	11	12	0	-25	-5	-2	-11	-12	0	-6	0
O=C(COc1ccccc1[N+](=O)[O-])N/N=C/c1ccncc1	-20	9	-7	12	-32	-19	1	.	-5	5	1
Cc1ccccc1C(=O)N1CCC(C(=O)Nc2ccc(S(=O)(=O)N3CCCC3)cc2)CC1	5	-1	.	-1	10	1	13	-4	8	0	0
Cc1ccsc1C(=O)Nc1cccc(S(=O)(=O)N(C)C)c1	6	-8	-6	4	8	-25	3	-3	11	-1	3
C[C@]12C(=O)N(c3ccc(F)cc3)C(=O)N1[C@H]1c3ccccc3OC[C@@H]1[C@H]2c1ccccc1	22	-1	-4	8	2	13	5	-7	5	44	.
CC(C)[C@H](NC(=O)OCc1ccccc1)C(=O)OCC(=O)NC1(C#N)CCCC1	11	0	-5	-1	13	-1	-14	.	4	-40	-1
CC(=O)Nc1ccc(NC(=O)CCC(=O)OCC(=O)c2ccc(F)cc2)cc1	12	1	-3	-33	32	-3	-11	15	17	-15	-1
Cc1cc2cc3c(cc2nc1SCC(=O)N1CCN(C(=O)c2ccco2)CC1)OCO3	7	9	-7	5	22	8	-7	-8	-15	1	3
CCNCCC(CCC(C)C)c1ccc2c(c1)OCO2 (stereo not drawn)	13	-6	-18	4	-1	4	0	-6	-9	12	-3
CS(=O)(=O)N1CCN(c2ccccc2NC(=O)c2ccc(Cl)cc2)CC1	15	-4	.	-17	17	-10	9	-1	-8	1	-1
CC(C)C[C@@H](CN1CCC[C@@H]1CN1C(=S)NC[C@@H]1Cc1ccc(O)cc1)N1C[C@H](Cc2ccc(O)cc2)N(CC2CCCCC2)C1=S	-31	.	-3	54	98*	7	.	-13	-39	67*	.
CC1CCCCN1C(=O)CSc1nnc(-c2ccco2)n1CC1CCCO1 (stereo not drawn)	1	-4	-8	-15	16	0	-10	2	1	-6	8
CCc1cnc(Nc2nc(C(N)c3ccccc3Cl)cs2)nc1 (stereo not drawn)	-18	-1	-5	-4	-30	-12	.	-1	0	-7	.
CC(NC(=O)COc1ccccc1-c1ccccc1)c1ccccc1 (stereo not drawn)	30	-2	-5	-14	33	-5	-11	-1	-1	6	1
O=C(NCCN1CCOCC1)c1cc(-c2ccccc2Cl)nc2ccccc12	18	-4	-6	-5	5	26	-5	-5	12	-2	4

# Structures listed so far marked active in CF NFkB block:
smiles | HIF-2a inh | PDI inh | CaV13 ICDI inh | NR2E3 ag-2 | Peg3 promoter | Shn3 inh set2 | MITF TRPM1 inh | Vif inh | CF NFkB block | NR2E3 ag-1
CC(C)C[C@@H](CN1CCC[C@@H]1CN1C(=S)NC[C@@H]1Cc1ccc(O)cc1)N1C[C@H](Cc2ccc(O)cc2)N(CC2CCCCC2)C1=S | -31 | . | -3 | 54 | 98* | 7 | . | -13 | 67* | .

# Remaining list, next part:
structure	HIF-2a inh	PDI inh	CaV13 ICDI inh	NR2E3 ag-2	Peg3 promoter	Shn3 inh set2	MITF TRPM1 inh	Vif inh	KKLEB tox	CF NFkB block	NR2E3 ag-1
Cc1cc(C)nc(SCc2nnc(SCC(=O)Nc3ccccc3C)n2Cc2ccco2)n1	13	-4	.	9	4	5	9	-1	0	-15	5
CCOc1ccccc1NC(=O)Nc1ccc(Cl)cc1	-152	-14	-15	4	-86	11	-13	-2	11	-30	-1
Nn1c(SCCOc2ccc(Cl)cc2)nnc1-c1cccnc1	5	-4	-5	-12	5	-15	8	-3	-10	-16	-1
O=C1C=CC(=O)N1c1cccc2cccnc12	1	10	-6	-47	14	-4	-2	5	5	-18	.
Brc1cccc2sc(N3CCN(c4ccccc4)CC3)nc12	-161	-2	-18	-45	-72	-11	1	-3	-7	-7	-2
Cc1ccc(C)c(C2C(=O)c3ccccc3C2=O)c1	6	11	-3	-26	21	-27	18	-2	-6	-2	-1
CC(O)CNC(=O)c1ccc(-c2nn(C)c(=O)c3ccccc23)cc1 (stereo not drawn)	-1	-6	-4	6	5	-4	11	10	8	-30	-3
S=C(NC1CCCCC1)NN1CCOCC1	12	0	1	-13	20	-22	-1	14	5	6	3
O=C(c1cccc(Br)c1)c1nc2ccccc2[nH]c1=O	-8	.	-8	-3	11	-16	.	1	-14	2	.
Cc1ccc(NS(=O)(=O)c2c(C)[nH]c(C)c2C(=O)N2CCCCC2)c(C)c1	12	7	-2	14	-9	1	0	-9	14	4	0
Cc1ccccc1OCCC(=O)N1CCN(S(=O)(=O)c2ccc(Cl)cc2)CC1	15	8	-6	-7	6	16	-3	-5	14	-7	-1
COc1ccc(N2CCN(C(=O)c3cccc4nc(C)oc34)CC2)cc1	16	-1	2	4	10	-10	-1	5	8	6	2
COc1ccc(C(=O)NC(=S)Nc2ccc3oc(=O)ccc3c2)cc1	20	-14	-6	-1	46	10	-12	-1	-18	13	0
Cc1nc(NC(=O)CSc2nnc(C3CC3)n2C)sc1C(=O)N(C)C	16	8	-5	4	12	-3	1	-6	4	1	3
CCOC(=O)c1c(C)oc2ccc(O)c(CN(C)C)c12	12	-3	-1	-27	9	-16	5	10	5	1	-5
Cc1ccc(-n2nnnc2SC(C(=O)c2c[nH]c3ccccc23)c2ccccc2)cc1 (stereo not drawn)	5	1	-13	6	1	-16	-1	1	16	-3	1
CCCC(=O)c1ccc(N2CCN(C(=O)c3ccccc3)CC2)c(F)c1	-3	1	-3	18	12	22	6	-10	2	-24	2
COc1cccc(C2C=C(c3cccs3)Nc3ncnn32)c1OC (stereo not drawn)	5	2	.	-5	9	-5	12	4	2	4	1
O=C(NCCCc1ccccc1)Nc1cccc(Cl)c1	-104	14	-4	-49	-55	-23	-17	-4	9	3	2
O=C(OCC(=O)C12CC3CC(CC(C3)C1)C2)c1ccccc1O	-18	2	-2	-16	-23	-15	-28	12	-1	-3	.
COc1ccccc1C(=O)NCCC(=O)N1CCCC(C(F)(F)F)C1 (stereo not drawn)	10	4	-5	0	13	2	6	-6	6	15	5
COc1ccc(CCNS(=O)(=O)c2cnc(Cl)c(Br)c2)cc1OC	2	-3	-5	21	17	10	4	2	6	-11	-1
CCN1CCN(S(=O)(=O)c2ccc(Cl)c(C(=O)NCc3ccco3)c2)CC1	1	-11	-5	27	3	-17	1	-3	0	2	-1
CN(/C=C1/C(=O)CNC1=O)CCO	8	8	15	-8	18	-14	-2	-1	-5	1	0
O=C(O)c1ccc(/C=C2\SC(=S)N(NC(=O)c3ccccc3[N+](=O)[O-])C2=O)cc1	3	6	-5	2	5	10	4	0	7	-10	.
CCCCOC(=O)c1ccc(NC(=O)C(=O)NCc2ccco2)cc1	14	6	-8	-1	-5	-10	0	-2	-11	-6	3
CCCP(=O)(CC(=O)O)c1ccccc1 (stereo not drawn)	8	3	-6	-35	15	-11	4	32	15	-32	2
Cc1cc(N2CCCCC2)nc(-c2ccc(Br)cc2)n1	-38	-2	-5	-11	-10	-3	0	-6	5	0	5
C=CCn1c(COc2cccc3cccnc23)nnc1SCC(=O)OC	19	-6	-6	-2	17	0	17	-2	-2	6	1
O=[N+]([O-])c1ccc(Cl)c(/C=N/N2CCN(Cc3ccccc3)CC2)c1	-5	-1	-4	-16	5	9	-5	-6	3	5	-2
O=C(Cn1c(CC(=O)N2CCOCC2)nc2ccccc21)Nc1ccc2c(c1)OC(F)(F)O2	-5	-7	.	-5	0	23	2	9	-23	-6	2
N#Cc1c(NCc2ccccc2)ccnc1NCc1cccnc1	11	3	-6	66	20	85*	26	-13	1	26	1
CC(C)C(=O)Nc1c2c(nc3ccccc13)N(C)CC2	11	2	-6	13	3	-5	9	7	-4	4	1
CCOC(=O)c1ccc(COC(=O)c2ccc(-c3nnc(-c4ccccc4)o3)cc2)o1	-147	-7	-4	-154	-99	-27	-17	19	2	-7	-1
CCC(C)Sc1cccc(-c2nc3ccc(Cl)cn3c2NCc2ccccc2)c1 (stereo not drawn)	-124	10	.	-1	-34	25	-27	4	-2	10	2
O=C(Nc1cnn(Cc2ccc(F)cc2)c1)c1cc2nc(-c3ccco3)cc(C(F)(F)F)n2n1	14	1	.	-12	9	-2	-6	.	2	-13	0
S=C(NC1CCCCC1)N1CCCCC1	16	6	-2	6	7	9	1	14	-14	-8	0
Cc1ccc2cc(C#N)c(SCC(=O)N3CCCc4ccccc43)nc2c1C	4	-8	-9	-11	21	-4	0	6	-2	20	2
CCOC(=O)C1=C(O)/C(=C/c2cc(OC)c(OC)c(OC)c2)SC1=Nc1ccc(OC)cc1	9	-3	-6	13	6	12	4	-3	-12	7	0
CC#CCN(Cc1ccco1)C(=O)C1CCC(=O)N(Cc2ccccc2F)C1 (stereo not drawn)	-79	-17	-6	-26	-37	-3	-5	-6	13	-29	2
N/C(=N\OC(=O)/C=C/c1ccccc1)c1ccncc1	-243	14	-2	-64	-163	-46	-46	-8	11	1	-1
OC(COC(c1ccccc1)c1ccccc1)CN1CCOCC1 (stereo not drawn)	16	3	-5	-10	7	3	10	0	1	26	3
COc1ccc(C2c3c(C)nn(-c4ccccc4)c3NC(=O)N2c2ccccc2)cc1 (stereo not drawn)	17	-13	-18	-20	18	-19	-3	12	2	-4	-1
NC1=NC(=Nc2cccc(S(=O)(=O)N3CCOCC3)c2)c2ccccc21	18	-1	-7	12	12	-4	17	-1	-2	20	-1
O=C(O)CCNS(=O)(=O)c1ccccc1	10	4	-2	-21	0	-6	11	2	8	-10	2
Cc1oc2ccc(OS(C)(=O)=O)cc2c1C(=O)OC(C)C	-12	-3	-5	-11	6	-38	12	-2	-2	8	2
COc1cccc(N(CC(=O)N2CCN(C)CC2)S(=O)(=O)c2ccccc2)c1	10	5	-11	-15	2	-9	6	20	2	15	-3
